Compound activity as filed in PubChem BioAssay.
Siah-1 displacement = blockers of Siah-1 interaction with plectin peptide – biochemical, fluorescence polarization, rhodamine-plectin, uHTS, primary screen (AID 1817). one-dose displacement, % at 20 µM; IC50 in µM for titrated hits. 0.02% of 290,000 active. Siah-1 / rhodamine-plectin peptide fluorescence polarization; higher % means a stronger effect;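 active = displacement of at least 50% at 20 µM, with a fluorescence ratio check between 0.3 and a set limit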;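 also: plate controls were Siah plus tracer with DMSO for no effect and tracer alone without Siah for full effect; strong numbers were not always called active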
LYP inhibition = inhibitors of LYP phosphatase, biochemical, fluorescence intensity, uHTS (AID 1779) | recombinant LYP phosphatase, fluorescence intensity; higher % means a stronger effect | one-dose inhibition, % at 11.5 µM; IC50 in µM for titrated hits | 0.054% of 290,000 active; in the data active = inhibition above about 50%;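 also: plate controls were vehicle with enzyme for no effect and no enzyme for full effect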
GPR55 antagonists = GPR55 antagonists blocking LPI-driven arrestin recruitment, primary screen, imaging, U2OS, beta-arrestin-GFP, LPI agonist (AID 2013); U2OS GPR55 beta-arrestin-GFP translocation imaging, LPI antagonism; higher % means a stronger effect; 0.13% of 290,000 active; inhibition, % at 10 µM, or IC50 in µM where a hit was titrated;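 active = spots per cell inhibited over 60%, with over 100 cells counted and total cytoplasm intensity under 500,000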;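 also: U2OS cells stably carrying GPR55 and arrestin-GFP stimulated by 5 µM LPI near EC80; imaged beta-arrestin-GFP aggregate spots per cell after agonist stimulation; plate controls were LPI-stimulated DMSO wells for no effect and DMSO wells without LPI for full effect; some results filed as inactive read as strong as hits; confirmed hits need IC50 under 10 µM and bright autofluorescent wells are also inconclusive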
GPR35 arrestin U2OS = GPR35 antagonists blocking zaprinast-driven arrestin recruitment, primary screen, imaging, U2OS, beta-arrestin-GFP, zaprinast agonist (AID 2058); U2OS GPR35 beta-arrestin-GFP translocation imaging, zaprinast antagonism; higher % means a stronger effect; inhibition, % at 10 µM, or IC50 in µM where a hit was titrated; 0.052% of 290,000 active;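 active = inhibition of at least 50% with at least 30 cells and total cytoplasm GFP at most 10,000,000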
HIV fusion peptide = inhibitors of HIV fusion peptide binding, primary screen, biochemical, uHTS, fluorescence dequenching (AID 1986); 0.3% of 290,000 active; cell-free peptide binding, fluorescence dequenching, 30 min; higher % means a stronger effect; inhibition, % at 20 µM, or IC50 in µM where a hit was titrated; in the data active = inhibition mostly above about 52%, no sharp cut-off; inactive = mostly below about 76%; also: some results filed as inactive read as strong as hits
NTR1 agonist = agonists of NTR1, primary screen, imaging, U2OS cells, beta-arrestin-GFP, high content (AID 493036). activation, % at 20 µM. 0.17% of 330,000 active. NTR1-U2OS beta-arrestin-GFP spot imaging, agonist mode;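 active = activation at or above 40% of the spot to cytoplasm intensity ratio, with at least 20 cells analyzed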;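 also: 0% = DMSO without peptide and 100% = 100 nM NTR1 peptide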
Target sequence (P30989 whole entry, looked up): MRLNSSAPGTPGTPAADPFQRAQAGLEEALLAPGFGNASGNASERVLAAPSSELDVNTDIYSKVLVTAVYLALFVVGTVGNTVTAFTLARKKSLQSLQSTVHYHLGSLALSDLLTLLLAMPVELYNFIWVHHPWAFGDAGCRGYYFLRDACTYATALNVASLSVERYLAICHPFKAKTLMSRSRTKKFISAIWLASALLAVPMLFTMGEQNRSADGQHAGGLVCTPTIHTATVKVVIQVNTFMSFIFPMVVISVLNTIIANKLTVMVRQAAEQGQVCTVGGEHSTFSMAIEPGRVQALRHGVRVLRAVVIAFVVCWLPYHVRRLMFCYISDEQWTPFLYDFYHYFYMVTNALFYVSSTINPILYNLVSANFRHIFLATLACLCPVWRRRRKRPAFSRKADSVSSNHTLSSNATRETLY
MgcRacGAP inhibition = MgcRacGAP GTPase-activating activity inhibitors, confirmation, biochemical, ADP Hunter fluorescence. MgcRacGAP-stimulated Rac1 GTP hydrolysis, ADP Hunter fluorescence; higher % means a stronger effect; GST-tagged Rac1 F28L mutant substrate. one-dose inhibition, % at 30 µM; IC50 in µM for titrated hits. 0.6% of 340,000 active. AID 624330;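 active = first-screen hits whose inhibition reached a set limit at any dose in the follow-up dose series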;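 also: fluorescence reports GDP produced by GAP-driven GTP hydrolysis; strong numbers were not always called active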
Salmonella PhoP GFP = inhibitors of PhoP regulon expression, primary screen, Salmonella Typhimurium, GFP reporter (AID 1863). S. Typhimurium PhoP-regulated promoter GFP reporter, 4 h; higher % means a stronger effect. one-dose inhibition, % at 50 µM; IC50 in µM for titrated hits. 0.16% of 300,000 active;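 active = inhibition over 29.93%, a cutoff 3 SD above the screen mean, later confirmed by dose response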;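 also: 0% = low Mg2+ inducing control and 100% = high Mg2+ repressing control; strong numbers were not always called active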
Myeloid diff MLP = promotes myeloid progenitor differentiation. ER-HoxA9 myeloid progenitors, lysozyme-GFP differentiation, flow cytometry. calls only at 10 µM. 1% of 360,000 active;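 active = normalized GFP-positive differentiation at or above the plate's own cutoff, the solvent-only control mean plus 3 SD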;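 also: cells exposed to compound for four days before flow analysis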
NTR1 agonist cell count 20 µM = second read-out of NTR1 agonist, no call of its own (marks repeat the call); cell count; measured here: cell count, cytotoxicity flag
Myeloid diff MLP GFP+ MAC1+ % = also measured in Myeloid diff MLP; calls as there; GFP+ MAC1+ double positive, %; measured here: differentiation confirmed by MAC1 staining
Active calls of the source: *; i = inactive; · = not tested or not shown.

SMILES | Siah-1 displacement | LYP inhibition | GPR55 antagonists | GPR35 arrestin U2OS | HIV fusion peptide | NTR1 agonist | NTR1 agonist cell count 20 µM | MgcRacGAP inhibition | Salmonella PhoP GFP | Myeloid diff MLP | Myeloid diff MLP GFP+ MAC1+ %
O=C(OCc1ccccc1)c1ccc(Br)o1 | 2.9% | -0.8% | -7.4% | 5.9% | -1.6% | -0.9 | 44 | 8.2% | -11.6% | i | 1.6
O=C(COC(=O)c1cccnc1Cl)c1ccc(F)cc1 | 5.3% | -3.2% | -10.7% | 1.5% | 1.2% | 0.5 | 37 | 4.6% | -7.6% | i | 0.4
CCN(CC)C(=O)CN(c1cc2c(cc1OC)oc1ccccc12)S(=O)(=O)c1ccc(C)cc1 | 3.0% | 2.6% | -4.0% | 2.8% | -1.2% | 1.7 | 60 | 3.7% | 4.0% | i | 2.0
COc1ccc(C)cc1NC(=O)CSc1nnc(COc2ccc(C)cc2)n1Cc1ccco1 | 0.1% | -5.6% | -4.2% | 15.8% | 0.1% | 4.4 | 45 | 10.7% | 4.2% | i | 1.4
CC(C)(C)c1cc(OS(C)(=O)=O)ccc1O | -1.7% | 5.5% | -4.4% | -5.3% | 1.7% | -0.6 | 89 | 0.6% | -5.8% | i | 0.2
COC(=O)c1cc(-c2cc(OC)ccc2OC)nc2c1c(=O)n(C)c(=O)n2Cc1ccccc1 | 0.6% | 3.9% | 3.1% | -8.6% | -0.3% | 5.6 | 57 | 4.1% | 3.2% | i | 0.6
NS(=O)(=O)c1ccc(CNC(=O)CSc2ccccc2)cc1 | -2.8% | -6.5% | 4.5% | -8.8% | -0.5% | -0.5 | 34 | 6.5% | -8.4% | i | 0.1
Cc1cc2nc(NC3=NCN(Cc4ccc5c(c4)OCO5)CN3)nc(C)c2cc1C | -1.0% | -3.5% | 0.6% | 10.4% | -0.9% | · | · | · | · | · | ·
O=c1[nH]c(COc2ccc(Cl)cc2Br)nc2ccccc12 | 7.2% | -9.8% | 19.1% | -8.6% | 0.0% | 2.6 | 54 | 10.2% | -3.6% | i | 0.0
COc1cccc(CNc2ccc([N+](=O)[O-])cc2Cl)c1O | -0.7% | -4.9% | -2.0% | -9.4% | -1.7% | 0.7 | 39 | 8.0% | -10.9% | i | 0.0
CN(C(=O)c1ccc(C#N)cc1)c1nnc(-c2cnccn2)s1 | 7.5% | -1.4% | 2.1% | -1.0% | 1.8% | 0.7 | 62 | 13.5% | 0.8% | i | 0.3
CCOC(=O)N1CCC(NC(=O)c2cc(COc3c(C)cccc3C)on2)CC1 | 0.2% | -11.4% | 10.7% | -20.2% | -0.9% | 0.6 | 70 | -0.7% | -1.5% | i | 1.3
COCc1[nH]nc2c1C(c1ccc(F)cc1F)C(C#N)=C(N)O2 (configuration not stated) | 0.0% | -10.2% | 4.2% | 12.4% | -1.8% | -0.6 | 97 | 10.2% | 7.2% | i | 1.1
COc1ccc(CN2C(=O)c3ccc(C(=O)O)cc3C2=O)cc1 | -0.8% | -4.0% | 6.8% | -1.9% | -1.1% | -0.9 | 83 | 8.4% | -6.5% | i | 0.2
COc1ccc(-c2noc(CCC(=O)NC3CCN(Cc4ccccc4)CC3)n2)cc1 | -1.5% | -4.7% | -9.4% | -5.2% | 5.8% | 0.7 | 82 | 4.3% | 16.5% | i | 0.4
O=C(NCC1CCCO1)c1c(O)c2ccccc2[nH]c1=O (configuration not stated) | -2.0% | -12.0% | -14.1% | -9.1% | -1.4% | -0.7 | 67 | 8.5% | -15.7% | i | 0.8
CC1CCCCC1NC(=O)CSc1nnc(N)s1 (configuration not stated) | -0.2% | -3.3% | 0.1% | 11.1% | -0.8% | 0.9 | 79 | 8.5% | 4.7% | i | 1.2
Cn1cc(CN2CC3C[C@@H]4CC2C[C@H](C3)C4)c(-c2ccc3c(c2)OCCO3)n1 | -4.3% | -6.8% | -12.9% | 6.5% | -1.5% | 2.4 | 43 | 2.3% | -4.4% | i | 0.8
CC(C)(CNC(=O)c1ccc(-c2cccc(C(F)(F)F)c2)o1)N1CCOCC1 | · | · | · | · | · | 1.7 | 62 | -0.4% | 4.2% | i | 0.6
Cc1cc(C)cc(N(CC(=O)NCCSc2ccccn2)S(=O)(=O)c2ccccc2)c1 | 3.4% | -0.2% | 16.9% | 5.6% | -0.9% | 1.6 | 55 | 2.6% | 21.7% | i | 0.3
CCOC(=O)c1cc2c(=O)n3cccc(C)c3nc2n(C)c1=N | -2.0% | -16.3% | 4.1% | -3.4% | 59.9%* | · | · | · | -17.0% | · | ·
Nc1c(-c2ccc(Cl)cc2)cnn1-c1cccc(C(F)(F)F)c1 | 1.6% | -6.1% | 4.0% | 6.7% | -0.8% | 0.3 | 54 | 13.8% | 7.1% | i | 0.1
COc1ccccc1OCC(=O)NCC1CCCN(C(=O)c2ccccc2C(C)=O)C1 (configuration not stated) | 7.3% | -5.8% | 15.2% | -15.4% | -1.1% | 0.9 | 54 | 4.3% | -1.9% | i | 0.8
c1ccc(NCc2nc3ccccc3n2CCOc2ccccc2)cc1 | 1.2% | -1.1% | 2.1% | -4.7% | 1.3% | 2.0 | 50 | 6.1% | -2.7% | i | 0.2
CCN(CC)CCCn1c2c(c(SCC(=O)Nc3ccc4c(c3)OCCO4)nc1=O)CCC2 | · | · | · | · | · | -0.9 | 82 | 4.8% | 8.1% | i | 0.9
CCC(=O)Nc1cccc(Br)c1 | 4.7% | -2.6% | 8.5% | 12.3% | 1.1% | -1.5 | 36 | 5.7% | -4.7% | i | 0.9
COc1cc(NC(=O)c2c(F)c(F)c(OC)c(F)c2F)ccc1NC(=O)c1cccs1 | 2.4% | -1.7% | 9.7% | -11.1% | -0.4% | 2.3 | 73 | 11.8% | -2.9% | i | 1.1
C=CCn1c(COc2ccccc2)nnc1SCC(=O)N/N=C/c1ccc(C)cc1 | 10.9% | -2.1% | 6.1% | 22.8% | -2.7% | 1.0 | 54 | 1.4% | -4.2% | i | 1.1
O=C(O)c1oc2ccccc2c1CSCc1ccccc1 | 5.4% | 0.4% | -0.6% | 15.4% | 10.7% | -0.2 | 56 | 3.1% | -4.2% | i | 0.3
Brc1ccccc1-c1nnc(COc2ncnc3c2cnn3-c2ccccc2)o1 | -5.7% | -6.0% | -5.0% | -14.5% | 0.1% | 0.8 | 70 | 7.6% | -7.1% | i | 1.2
COc1ccc(CCNC(=O)CSc2nnnn2C)cc1OC | -0.7% | -5.1% | 6.9% | 3.8% | -0.4% | -0.8 | 52 | -0.3% | -1.1% | i | 0.2
O=S(=O)(c1ccc(F)cc1)N1CCN(c2ncccn2)CC1 | 3.2% | -10.3% | 5.1% | 2.0% | 1.9% | 1.0 | 61 | 2.0% | 0.3% | i | 0.3
O=Cc1c(F)cccc1N1CCCC1 | 0.3% | 2.6% | 11.4% | 2.2% | 1.0% | 1.0 | 47 | 5.0% | 8.3% | i | 0.2
CC1(C)C(=O)OC(c2cccn2-c2ccc([N+](=O)[O-])cc2)C2(CCCCC2)C1=O (configuration not stated) | 0.3% | -3.2% | 2.4% | -0.6% | 2.5% | 0.8 | 60 | 2.5% | -2.4% | i | 0.8
CCCOC1CCCN(C(=O)c2ccc(OC3CCN(Cc4ccccn4)CC3)cc2)C1 (configuration not stated) | -5.3% | -7.9% | -2.3% | -0.6% | -0.3% | 3.0 | 62 | 7.2% | 1.4% | i | 2.8
Cc1ccc(F)c(NC(=O)CCOc2ccccc2C)c1 | 7.2% | -9.1% | -11.2% | 5.5% | -0.3% | 0.6 | 42 | 10.3% | -1.9% | i | 0.4
COC(=O)CSc1nc2cc(Cl)ccc2c(=O)n1C1CCCC1 | 0.1% | -0.4% | 7.0% | 7.2% | -1.0% | 13.8 | 69 | -4.3% | -3.0% | i | 3.3
O=C(Cn1c(SCC(=O)NC2CCCC2)nnc1-c1ccncc1)Nc1ccc2c(c1)OCO2 | -0.5% | -1.3% | -3.0% | 24.6% | 0.6% | -0.8 | 57 | 5.9% | -1.5% | i | 0.4
CC(CCCC(C)(C)O)NC(=O)c1ccc(OC2CCN(C(=O)C3CC3)CC2)cc1 (configuration not stated) | -4.3% | -11.6% | 10.1% | 48.6% | 0.8% | -0.3 | 60 | 4.6% | -3.0% | i | 0.7
CCc1cccc(NC(=O)CCSCCC(=O)Nc2cccc(CC)c2)c1 | 0.5% | -7.9% | 2.3% | -12.5% | -0.2% | 2.8 | 53 | 5.9% | -1.7% | i | 0.4

Part of the list above, limited to Myeloid diff MLP GFP+ MAC1+ % and Myeloid diff MLP.
structure	Myeloid diff MLP GFP+ MAC1+ %	Myeloid diff MLP
CCC(=O)Nc1cccc(Br)c1	0.9	i
COc1cc(NC(=O)c2c(F)c(F)c(OC)c(F)c2F)ccc1NC(=O)c1cccs1	1.1	i

(continued)
SMILES | Siah-1 displacement | LYP inhibition | GPR55 antagonists | GPR35 arrestin U2OS | HIV fusion peptide | NTR1 agonist | NTR1 agonist cell count 20 µM | MgcRacGAP inhibition | Salmonella PhoP GFP | Myeloid diff MLP | Myeloid diff MLP GFP+ MAC1+ %
COC(=O)c1sccc1NC(=S)Nc1ccc(F)cc1F | 2.3% | -9.6% | 13.0% | -11.9% | 1.4% | 0.3 | 51 | -8.0% | 3.1% | i | 0.7
CCOC(=O)CC1=CC(C)(CC(=O)OCC)C(C#N)(C#N)C(N)=C1C#N (configuration not stated) | 0.3% | 2.3% | -3.7% | -2.5% | 2.0% | -2.0 | 49 | 2.4% | 1.4% | i | 0.9
COc1cccc(NC(=S)N2CCC(c3ccc(C)cc3)C2)c1 (configuration not stated) | -1.1% | -4.1% | -0.2% | -10.7% | 0.1% | 0.6 | 46 | · | 5.3% | i | 0.8
COC(=O)c1ccc(N)nc1 | -2.0% | -0.8% | 9.2% | -5.2% | 1.2% | -0.6 | 23 | 2.8% | 1.6% | i | 0.4
O=C(Sc1ccccc1)c1cccc(Cn2cc(C(F)(F)F)ccc2=O)c1 | 3.9% | 5.8% | 12.2% | -6.1% | -1.5% | 3.0 | 52 | · | 2.9% | i | 0.5
O=C(COC(=O)COc1ccccc1[N+](=O)[O-])Nc1ccccc1Br | -5.8% | -6.1% | -11.1% | -8.9% | -0.2% | 0.9 | 50 | 6.1% | 11.8% | i | 0.8
COc1ccc(NC(=O)c2ccc(-c3nn(C)c(=O)c4ccccc34)cc2)cc1C(N)=O | 16.7% | -10.1% | 11.3% | 12.7% | 2.5% | 1.5 | 66 | 4.1% | -4.9% | i | 0.4

Compounds were not picked by outcome. About 2.4% of those tested had a hit in this group.
